Measles CPE – compounds protecting cells from measles virus cytopathic effect, primary screen, measles RdRp inhibitor project, single point, MLSMR library, absorbance; Measles virus-infected cells, CPE protection; protection (pct of control), % at 4 µM; actives 1.5% (n = 140,000); in the data active = protection mostly above about 24%, no sharp cut-off; inactive = mostly below about 26%; note: some compounds called inactive have numbers as strong as hits
HCT116 PTEN-null – growth suppression of PTEN-null HCT116, primary screen, cell-based, CellTiter-Glo; HCT116 PTEN-null viability, 60 h; active compounds read low; viability, % at 10 µM; actives 1.2% (n = 140,000); AID 827, 2007;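 active = viability at or below a set limit, 4 SD under the median of all tested compounds, cut at about 3.7% in these data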;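 note: PTEN knockout HCT116 line with beta catenin targeted HCT116 as companion control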
HCT116 bCat-KO – primary screen for growth suppressors in beta-catenin knockout HCT116 cells (colon tumor, human); actives 1.5% (n = 140,000); viability, % at 10 µM; AID 818, 2007; HCT116 beta-catenin knockout viability, CellTiter-Glo, 60 h; active compounds read low;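 active = viability at or under a set limit, the compound median less 4 SD, cut at about 6% in these data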;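 note: 0% = Hyamine 1622 control at 20 µM and 100% = untreated cell control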
NPY Y2 blocker – NPY-Y2 receptor antagonists, primary screen, cell-based; NPY-Y2 expressing cells, antagonist mode; inhibition, % at 2.7 µM; actives 0.99% (n = 140,000); in the data active = inhibition above about 17%;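 note: 0% = vehicle with agonist challenge and 100% = reference antagonist with challenge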
Target sequence (P49146 whole entry, looked up): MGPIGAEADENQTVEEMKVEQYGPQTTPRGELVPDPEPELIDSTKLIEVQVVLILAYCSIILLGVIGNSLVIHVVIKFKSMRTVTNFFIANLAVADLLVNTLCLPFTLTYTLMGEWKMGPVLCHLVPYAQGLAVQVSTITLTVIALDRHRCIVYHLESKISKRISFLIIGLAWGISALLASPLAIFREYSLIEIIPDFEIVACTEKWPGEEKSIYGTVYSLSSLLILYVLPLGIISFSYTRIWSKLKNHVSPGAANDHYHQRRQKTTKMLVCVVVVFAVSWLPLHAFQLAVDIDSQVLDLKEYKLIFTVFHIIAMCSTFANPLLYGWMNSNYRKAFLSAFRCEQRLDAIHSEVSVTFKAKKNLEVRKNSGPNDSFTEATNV
MRP1 act – H69AR viability gain despite doxorubicin, primary screen, MRP-1 activator project, H69AR cells, CellTiter-Glo; viability rescue; viability increase, % at 10 µM; actives 0.61% (n = 140,000); AID 799, 2007;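 active = viability gain under doxorubicin at or above a set limit, the compound median plus 3 SD, cut at about 4.7% in these data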;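 note: MRP-1 overexpressing cells given doxorubicin 25 µM after compound pretreatment; 18-22 h compound pretreatment then 72 h with doxorubicin before readout; 0% = doxorubicin-only wells and 100% = vehicle-treated cells without doxorubicin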
BB579 growth dn – growth inhibitors of yeast BB579 in restrictive medium, primary screen, yeast lifespan-shortening project, S. cerevisiae. AID 804, 2007. inhibition, % at 10 µM. actives 0.51% (n = 140,000). OD615, 48 h;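 active = inhibition above a set limit, 3 SD over the mean compound inhibition, cut at about 44% in these data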; note: inactives centre near -24
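Material: Saccharomyces cerevisiae DeaD strain BB579, replicative lifespan model yeast; buffer or medium: CSMM-D restrictive synthetic medium containing dextrose (glucose); compound: 10 µM single dose, DMSO 0.25%; timing: 48 h compound exposure at 30 °C after 4 h preincubation; signal: turbidity as optical density at 615 nm; benchmarks: positive control amphotericin B 10 µg/mL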
Yeast life ext – compounds extending yeast replicative lifespan, primary screen, S. cerevisiae, OD615; S. cerevisiae growth with nicotinamide; deaD strain in restrictive glucose medium; actives 0.68% (n = 130,000); inhibition of the nicotinamide effect, % at 10 µM;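 active = inhibition above a set limit, placed 3 SD over the median of all compounds, cut at about 26% in these data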;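 note: 0% = nicotinamide-treated wells and 100% = cells grown without nicotinamide; some compounds called inactive have numbers as strong as hits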
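Material: Modified budding yeast, DeaD strain | Medium: Restrictive glucose medium | Probe or stimulus: 1.5 mM nicotinamide | Dosing: Single dose 10 µM compound, 0.25% DMSO | Times: 48 h at 30 °C | Technique: OD615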
E-sel TNF inh – E-selectin induction blockers in HUVEC – imaging, immunofluorescence, high content, primary screen. AID 1246, 2008. HUVEC TNFa-induced E-selectin immunofluorescence. inhibition, % at 2 µM. actives 0.71% (n = 120,000);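 active = inhibition above the batch mean plus 3 SD, and confirmed as a hit on visual image review, cut at about 43% in these data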;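 note: 0% = TNF-stimulated DMSO wells and 100% = unstimulated control wells; not every result past the cut was called active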
Phagocyt inh – inhibitors of macrophage phagocytosis, primary screen, imaging, J774A.1 cells, IgG beads; J774A.1 macrophage IgG-bead phagocytosis; inhibition, % at 5 µM; actives 0.07% (n = 110,000); AID 1029, 2008;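 active = inhibition above the mean of the plate negative controls plus 5 SD, cut at about 13% in these data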;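 note: phagocytic index as fraction of beads internalized from green versus red external bead signal; plate controls were DMSO negative control for no effect and cytochalasin-D positive control for full effect; some results beyond the cut were filed as inactive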
GALR2 antag – GALR2 antagonists in receptor-expressing cells, primary screen. antagonist mode. actives 0.39% (n = 140,000). inhibition, % at 4 µM. Galanin receptor type 2 (Homo sapiens), O43603; in the data active = inhibition above about 27%;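 note: cells stimulated with galanin 1-16 at roughly its EC80; 0% = agonist challenge control and 100% = basal control without agonist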
Target sequence (O43603 whole entry, looked up): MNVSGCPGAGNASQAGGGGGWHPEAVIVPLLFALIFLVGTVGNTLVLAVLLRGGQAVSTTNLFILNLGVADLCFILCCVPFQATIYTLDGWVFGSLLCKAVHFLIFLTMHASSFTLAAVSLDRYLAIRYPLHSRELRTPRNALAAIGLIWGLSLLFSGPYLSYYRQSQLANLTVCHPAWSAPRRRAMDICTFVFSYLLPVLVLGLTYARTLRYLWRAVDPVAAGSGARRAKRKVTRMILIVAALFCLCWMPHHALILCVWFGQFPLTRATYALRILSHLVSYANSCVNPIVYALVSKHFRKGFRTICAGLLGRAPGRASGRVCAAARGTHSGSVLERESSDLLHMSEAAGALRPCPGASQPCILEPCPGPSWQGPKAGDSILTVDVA
Starred values were filed as active, the others as inactive; . = no result given.

Compound,Measles CPE,HCT116 PTEN-null,HCT116 bCat-KO,NPY Y2 blocker,MRP1 act,BB579 growth dn,Yeast life ext,E-sel TNF inh,Phagocyt inh,GALR2 antag
CCOC(=O)Cn1c(=O)oc2cc(S(=O)(=O)N3CCN(C(=O)c4ccco4)CC3)ccc21,14,100,95,-2,-1.6,-35,6,-10,-3,-1
O=C(c1ccc(-c2ccccc2)cc1)N1CCN(Cc2ccccn2)CC1,6,85,88,-1,-4.5,-2,-1,.,-4,-5
CCOC(=O)Cc1c(C)nc2cc(-c3ccc(Cl)cc3)[nH]n2c1=O,4,85,82,-10,-1.9,-40,-6,-6,5,-6
O=C(N/N=C/c1ccc(F)cc1)c1sccc1OCc1ccc(F)cc1,5,15,14,23*,-3.4,-20,23,-2,1,7
S=C(c1ccc(-c2cc(Cl)ccc2Cl)o1)N1CCCCC1,14,90,84,7,4.2,-47,-3,.,-4,-1
CCN(CC)C(=O)c1sc2nc(-c3cccs3)cc(-c3ccc(Cl)cc3)c2c1N,4,81,89,6,-0.5,-63,3,.,.,-12
CC1CCCCN1C(=O)Cn1cc(C(=O)c2ccco2)c2ccccc21 (centres undefined),7,75,84,6,-4.2,-13,-1,-22,-1,3
O=C(CN1C(=O)C2C3C=CC(C3)C2C1=O)NCC1COc2ccccc2O1 (centres undefined),2,109,92,3,0.3,-34,2,-12,2,-2
CCCOc1cccc(C(=O)NC(=S)Nc2ccccc2)c1,3,101,97,7,-0.8,-9,-5,.,-4,-15
CCOC(=O)c1cc2n(c1N)-c1ccccc1C2=O,9,90,92,4,0.4,-40,-15,-12,2,-5
CCN1CCN(S(=O)(=O)c2ccc(C)c([N+](=O)[O-])c2)CC1,16,96,93,3,-0.9,-10,1,-11,-6,-4
CCOC(=O)c1c(-c2ccc(C)o2)csc1NC(=O)CN1CCN(CC)CC1,8,89,84,10,-0.8,18,-15,-9,0,9
COc1ccccc1C(=O)N1CCN=C1SC,22,97,83,1,-1.5,3,-1,.,-1,-1
CC1Cn2c(nnc2-c2cccc(Cl)c2)S1 (centres undefined),7,95,87,2,-3.9,-24,-3,.,.,9
CSc1nsc(SCC(=O)N2CCCc3ccccc32)n1,14,91,86,4,-0.4,-82,-7,-8,2,2
COC(=O)c1c(C)noc1-c1cc(C)on1,4,104,106,4,0.2,-78,-8,0,1,-2
CCCCCCC1CC(CSc2ncn[nH]2)OC1=O (centres undefined),8,106,106,7,7.2*,-4,-4,.,2,1
COc1cc(-n2c(C)nc3cc(C(=O)NCc4ccco4)ccc32)cc(OC)c1OC,1,117,103,2,-1.1,-12,1,.,.,-8
CCOc1ccc(CN2C(=O)CCC2(C)C(=O)NCc2cccnc2)cc1 (centres undefined),5,94,98,1,1.0,9,1,-14,-1,8
COc1ccc(NS(=O)(=O)c2ccc3c(c2)CCC(=O)N3)c(OC)c1,1,88,93,0,-3.7,-17,-5,3,1,6
COc1cc(-c2nc(S(=O)(=O)c3ccc(C)cc3)c(N(C)C)o2)cc(OC)c1OC,3,83,79,1,-1.4,-36,-4,2,2,-6
COc1ccc(S(=O)(=O)N(C)c2ccc(C(=O)N3CCOCC3)cc2)cc1OC,5,100,106,1,-0.1,-8,0,-9,0,2
c1n[nH]c(NCc2ccc3c(c2)OCO3)n1,48*,100,105,0,-0.7,-23,-6,-29,-1,14
C=CCNc1nc(N2CCCC2)nc2ccccc12,8,39,46,20*,-3.0,7,1,-8,-1,8
Cc1nc2nc(Cc3ccccc3)[nH]n2c(=O)c1Cc1ccccc1,22,99,94,2,-1.5,17,-3,-7,0,9
CC(C)=C1C(=O)NN(c2ccc(F)c(Cl)c2)C1=O,29,84,80,-2,-0.1,-23,4,-13,-4,2
CN(C)S(=O)(=O)c1ccc(S(=O)(=O)N(CC(=O)Nc2ccccc2)Cc2ccco2)cc1,4,90,97,6,-1.5,-31,-3,-23,-1,13
CCC1=NN(C(=O)C(=O)NCCc2ccccc2)C(O)(C(F)(F)F)C1 (centres undefined),3,96,91,2,-0.9,-10,-6,.,-1,0
COc1ccc(N(CC(=O)O)S(=O)(=O)c2cccnc2)cc1,15,105,98,-3,0.8,4,-7,.,-1,-3
CCOC(=O)C1=C(C)N=c2s/c(=C3/C(=O)Nc4ccccc43)c(=O)n2C1c1ccc(C)cc1 (centres undefined),29,91,106,1,-7.9,-32,.,-9,.,-9
CCOc1ccccc1OCCCOc1ccc(C)cc1Cl,8,80,92,-1,0.0,-41,-23,21,2,-2
COc1ccc(-c2noc(C3CCCN(C(=O)CCc4ccccc4)C3)n2)cc1 (centres undefined),9,88,74,9,-0.8,-27,-9,-15,0,-4
COc1ccccc1N1CCN(C(c2cccs2)C(C)NS(=O)(=O)c2ccccc2)CC1 (centres undefined),13,62,58,0,-0.4,-49,-14,-20,0,0
COCCC(=O)NC12CC3CC(CC(C3)C1)C2,4,88,95,4,-0.6,-24,-2,-2,-4,0
CCn1c(=N)n(CC(=O)c2ccc(OC)c(OC)c2)c2ccccc21,4,77,77,1,-1.2,-59,-8,-17,-1,17
Cn1c(=O)c2c(nc(SCC(=O)c3cccs3)n2Cc2ccc(F)cc2)n(C)c1=O,8,87,94,2,-1.0,-61,-8,1,-1,0
CC12CCC(C(=O)Nc3ccccc3Br)(C/C1=N\O)C2(C)C (centres undefined),5,105,96,1,0.6,-42,0,5,.,4
CCNC(=O)/C(C#N)=C/c1c(N2CC(C)OC(C)C2)nc2ccccn2c1=O (centres undefined),6,103,94,0,-2.4,-27,-1,41,4,-10
CCc1ccc(C(=O)COC(=O)CNC(=O)CNC(=O)Cc2ccccc2)cc1,4,79,84,0,-3.7,-19,-2,-3,-1,6
O=C1NC(=S)N(c2cccc(Cl)c2)C12CCCCC2,17,98,96,1,-2.5,-18,-2,-33,-3,0
COc1cc(C(=O)NCCC(=O)NCc2ccc3c(c2)OCO3)cc(OC)c1OC,6,104,98,0,-1.3,-12,-5,.,.,-7
Cc1ccc(-c2nc(N=Nc3ccc(O)cc3)n[nH]2)cc1,8,34,55,-1,-1.2,-47,-4,.,-2,25
COc1cc(/C=C/c2nc(-c3ccccc3O)n[nH]2)cc(OC)c1OC,7,30,36,1,-3.0,-31,-8,.,-5,19
O=C(NCc1ccco1)c1cc2n(n1)C(C(F)(F)F)CC(c1ccc(Br)cc1)N2 (centres undefined),3,91,94,-2,-2.8,9,-6,-10,0,7
O=c1oc2ccccc2c(N2CCCC2)c1CN1CCCC1,4,94,100,3,-0.5,86*,-9,.,-2,-17

Reprinted from the part before: 2 compounds, followed by the next part.
Compound,Measles CPE,HCT116 PTEN-null,HCT116 bCat-KO,NPY Y2 blocker,MRP1 act,BB579 growth dn,Yeast life ext,E-sel TNF inh,Phagocyt inh,GALR2 antag
O=C(NCc1ccco1)c1cc2n(n1)C(C(F)(F)F)CC(c1ccc(Br)cc1)N2 (centres undefined),3,91,94,-2,-2.8,9,-6,-10,0,7
O=c1oc2ccccc2c(N2CCCC2)c1CN1CCCC1,4,94,100,3,-0.5,86*,-9,.,-2,-17
Cn1c(SCc2ccc(F)cc2)nnc1-c1ccccn1,10,107,96,-1,-1.4,-25,-10,.,-1,-2
CCOC(=O)Cn1cc(/C=N/NC(=O)c2ccc(C#N)cc2F)c2ccccc21,4,93,104,-1,-0.4,-4,-14,-4,-2,9
O=S(=O)(c1ccc(Cl)cc1)N1CCC(N2CCCCCC2)CC1,6,91,90,1,-3.2,-7,-4,2,1,-2
C/C(CC(=O)Nc1cccnc1)=N\NC(=O)C(=O)Nc1cccc(C)c1,8,101,110,11,-1.8,-48,-4,7,-1,4
Cc1sc(NC(=O)C2CCCCC2C(=O)O)c(C(N)=O)c1-c1ccc(C(C)(C)C)cc1 (centres undefined),26,92,94,0,-3.6,-58,10,-36,.,-8
Cc1c(Cl)cnc(NC(=O)CSc2nnc3ccccn23)c1Cl,4,94,87,3,-2.8,-21,-2,10,-4,19
CCc1c(C)sc2nc(SCC(=O)Nc3cc(C)on3)n(CCOC)c(=O)c12,3,87,80,4,-4.5,-35,-11,22,.,-25
CCCn1c(C)cc(C)c(C#N)c1=O,7,105,97,0,0.0,-45,-3,-8,-3,7
Clc1cccc(-c2cc3nc4c(c(N5CCOCC5)n3n2)CCCC4)c1,14,52,59,8,-2.3,-25,-10,.,0,2
Cc1ccc(NC(=S)NC(C)CCc2ccccc2)cc1C (centres undefined),11,49,46,3,-4.2,20,-3,-14,-4,-8
COc1cc(OC)cc(C(=O)Nc2cccc(N3CCCC3)c2)c1,31,87,87,2,-0.3,3,-24,6,2,8
O=C(NCc1cccnc1)c1sc2ccccc2c1Cl,16,105,100,3,0.1,-23,-15,.,0,-1
COC(=O)c1ccccc1NC(=O)Cn1nc2n(C)c3ccccc3n2c(=O)c1=O,3,100,89,0,-1.0,-4,8,14,-10,-1
O=C1CCSc2cccc3cccc(c23)N1,32,76,77,2,0.1,-26,-5,.,0,-10
Cc1ccc(NC(=O)c2ccc(OC(=O)CCN3C(=O)c4ccccc4C3=O)cc2)cc1,15,77,106,3,-2.2,-45,-9,44*,0,5
O=C1OCCN1C(=O)[C@H]1[C@H](c2ccc(F)cc2)C(c2ccc(F)cc2)=NN1c1ccccc1,4,70,77,-2,-2.8,-19,4,-14,.,6
N#C/C(=C\c1c(N2CCCCC2)nc2ccccn2c1=O)C(=O)NCc1ccco1,6,89,96,1,-2.1,-3,-4,.,.,4
Cc1ccc(-c2nn(C)c(=O)c3ccccc23)cc1CNC(=O)c1ccco1,15,84,93,3,-4.8,-51,-7,3,.,1
COc1ccc2nc(NC(=O)CSc3nnc(N)s3)sc2c1,22,90,83,1,2.9,-40,-3,.,-5,-8
O=C(O)CN1C(=O)CCS(=O)c2ccccc21 (centres undefined),7,101,100,3,-0.3,-27,-3,-17,0,-2
CCN(CC)CCNC(=O)C12CC3CC(C)(CC(C)(C3)C1)C2,3,96,90,4,-2.7,-8,-1,11,0,-4
Cc1ccc(-c2nc(N)n(C(=O)Cc3ccccc3)n2)cc1,9,96,90,0,-0.9,-74,-22,-4,0,0
CC(=O)NN1C(=O)/C(=C/c2ccc(Br)o2)SC1=S,30,84,78,2,2.6,-31,-6,5,0,15

Hits appear at their usual frequency. Share with any hit: about 6.1%.
